# Screening data deposited in PubChem BioAssay by several laboratories.
# CHOP inh: inhibitors of CHOP induction in ER stress response; CHO-K1 CHOP-promoter luciferase, tunicamycin-induced, 15-18 h; inhibition, % at 10 µM; actives 3.8% (n = 220,000);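 active = compounds that reduced the stress-induced luciferase reporter signal by more than about 70% of percent inhibition, limit read from the data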;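 note: 0% = tunicamycin plus vehicle and 100% = wells without tunicamycin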
# EBV gp42 block: blocks Epstein-Barr virus glycoprotein 42 binding; Q1HVG2; Fluorescence polarization binding assay, mP read-out; inhibition, % (tested at 21.74 µM); actives 0.42% (n = 220,000); in the data active = inhibition above about 50%
# Target sequence (Q1HVG2 whole entry, looked up): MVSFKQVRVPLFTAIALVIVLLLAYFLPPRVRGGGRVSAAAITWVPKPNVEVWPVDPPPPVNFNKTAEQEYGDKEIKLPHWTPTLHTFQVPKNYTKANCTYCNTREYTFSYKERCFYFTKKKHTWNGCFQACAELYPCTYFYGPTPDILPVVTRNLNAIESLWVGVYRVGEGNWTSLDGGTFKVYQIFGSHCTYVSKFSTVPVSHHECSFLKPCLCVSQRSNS
# TRPML3 agonist: agonists of human TRPML3 channel | Q8TDD5 | HEK293 TRPML3-YFP, Fluo-8 calcium fluorescence; 100% = the carbachol control signal | activation, % at 3 µM | actives 0.29% (n = 220,000) | AID 1448;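 active = activation above its plate's cutoff, the mean activation of the plate's test wells plus 3 SD, cut at about 12% in these data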;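 note: 0% = DMSO only wells and 100% = carbachol wells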
#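 system = HEK293 cells stably carrying human TRPML3-YFP | doses = one concentration, 3 µM nominal, 0.3% DMSO | timing = dye loading 1 h 37 °C then 30 min ambient, 125 s read | detection = Fluo-8 calcium dye fluorescence, ex 470-495, em 515-575 nm | benchmarks = high control carbachol 87 µM, low control DMSO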
# Mdm2 ligase inh: Mdm2 E3 ligase (human) inhibition; cell-based MDM2 ubiquitination luciferase reporter, 2 h; 0 = plate control, 100 = twice control, blank-subtracted; Q00987; actives 0.11% (n = 210,000); signal enhancement, % at 5 µM;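 active = signal enhancement of 30% or more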;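 note: luminescence tracks abundance of the self-degrading MDM2-luciferase fusion protein; higher signal means inhibition of MDM2 E3 ligase activity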
# Target sequence (Q00987 whole entry, looked up, the tested form may be a part): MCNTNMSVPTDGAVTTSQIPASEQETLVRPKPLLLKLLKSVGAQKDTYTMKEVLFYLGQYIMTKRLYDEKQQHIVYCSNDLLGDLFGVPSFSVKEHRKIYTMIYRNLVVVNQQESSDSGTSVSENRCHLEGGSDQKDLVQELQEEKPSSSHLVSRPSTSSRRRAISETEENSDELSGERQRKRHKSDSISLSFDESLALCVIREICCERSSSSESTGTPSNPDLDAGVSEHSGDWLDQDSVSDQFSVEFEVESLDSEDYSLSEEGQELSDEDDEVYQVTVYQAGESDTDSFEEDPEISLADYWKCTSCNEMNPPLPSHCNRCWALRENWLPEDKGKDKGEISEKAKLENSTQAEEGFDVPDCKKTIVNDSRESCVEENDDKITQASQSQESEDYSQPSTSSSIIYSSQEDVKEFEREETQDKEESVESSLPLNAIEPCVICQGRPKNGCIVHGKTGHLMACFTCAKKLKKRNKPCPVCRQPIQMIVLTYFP
#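 system = mammalian cells stably expressing self-ubiquitinating, self-degrading MDM2 E3–luciferase fusion | quantity = 2000 cells per well seeded | incubation = 4 h cell settling then 2 h compound exposure, 37 °C | signal = SteadyLite luminescence, 15 min reagent step | benchmarks = plate control and blank wells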
# zfTRPN1 agonist: activates the zebrafish TRPN1 channel | actives 0.18% (n = 220,000) | AID 1424 | activation, % at 3 µM | HEK293 zebrafish TRPN1-YFP, Fluo-8 calcium fluorescence; 100% = response to 87 µM carbachol;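 active = activation above its plate's cutoff, the mean activation of test wells on that plate plus 3 SD, cut at about 19% in these data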;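 note: 0% = DMSO alone and 100% = 87 µM carbachol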
#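 Material: zebrafish TRPN1-YFP in HEK293 cells; Doses: single test compound dose, 3 µM nominal, 0.3% DMSO; Timing: dye loading 1 h at 37 °C, then 30 min room temperature; Technique: intracellular calcium fluorescence with Fluo-8; Benchmarks: high carbachol 87 µM, low DMSO alone.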
# Runt-SMMHC FRET: Runt domain-CBFb-SMMHC interaction inhibition | Q01196+Q13951 | Cerulean-Runt/Venus-CBFb-SMMHC FRET ratio 530/480, 1 h | inhibition, % at 20 µM | actives 0.74% (n = 220,000) | AID 1434;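 active = mean inhibition across duplicate retests at 20 µM reaching about 50%, limit read from the data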;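 note: 0% = DMSO wells and 100% = wells with excess untagged CBFb-SMMHC; inhibitors lower the FRET ratio by blocking Runt binding to CBFb-SMMHC; some results filed as inactive read as strong as hits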
# p47phox inh: blocks human p47phox regulatory protein of NADPH oxidases. AID 1274. P14598. inhibition, % at 24.7 µM. actives 0.53% (n = 220,000). p47phox/p22phox peptide binding, fluorescence polarization, 2 h;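 active = inhibition above about 30%, limit read from the data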;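 note: 0% = p47phox with labelled peptide and 100% = labelled peptide alone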
# PPC-1+TRAIL kill: PPC-1 cancer cell killing with TRAIL present. PPC-1 cells + TRAIL, ATPLite viability luminescence. cell killing (% activity), % at 4 µM. actives 0.41% (n = 220,000);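 active = cell killing above 50% in the first pass at 4 µM, then a duplicate retest at 5 µM averaging 50% or more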;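 note: plate controls were cells with TRAIL plus DMSO for no effect and medium-only wells lacking cells for full effect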
# TNF necrop inh: TNF-alpha cell death inhibition in Jurkat FADD-/- cells. Jurkat FADD-/- TNF necroptosis rescue, ATP luminescence, 24 h; 0 = TNF only, 100 = no-TNF cells. activation (protection from cell death), % at 10 µM. actives 0.068% (n = 220,000). AID 463075;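 active = activation, meaning protection from cell death, of at least 50% relative to plate controls; inactive = activation below 50%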;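 note: necroptosis triggered by 40 ng/mL TNF-alpha added together with compound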
# The depositor's hits bear a star; . = no result given.
molecule,CHOP inh,EBV gp42 block,TRPML3 agonist,Mdm2 ligase inh,zfTRPN1 agonist,Runt-SMMHC FRET,p47phox inh,PPC-1+TRAIL kill,TNF necrop inh
O=C1CC(N2CCOCC2)C(=O)N1c1ccc2c(c1)OCO2 (centres undefined),20,-13,1.0,-7,1.6,0,-7,13,-1.0
COc1ccc(OCc2nc(-c3ccc(F)c(F)c3)cs2)cc1,2,1,0.5,-8,1.0,-1,-13,8,1.2
COc1ccc(N(CC(O)Cn2c(C)nc3ccccc32)S(=O)(=O)c2ccc(C)cc2)cc1 (centres undefined),-6,0,-0.3,-10,-0.9,3,-6,8,-0.6
COC(=O)c1cccc(NC(=O)C2COc3ccccc3O2)c1C (centres undefined),-15,-4,.,1,.,1,1,-20,.
O=C(c1ccc(Cl)cc1)C1CCCN(Cc2ccc(Oc3ncccn3)cc2)C1 (centres undefined),18,-2,2.2,-15,4.4,0,12,18,0.4
CCOC(=O)c1cc(C)sc1N1C(=O)C2C3C=CC(C3)C2C1=O (centres undefined),7,-14,0.7,-17,0.1,0,-9,-2,0.5
Cc1cc2cc(C=C(C#N)C#N)c(Cl)nc2cc1C,97*,-16,2.0,3,2.9,-20,-19,17,-27
CCOc1ccccc1CNCCNCC(C)O (centres undefined),6,-6,0.7,-3,0.0,3,-2,12,-0.1
COc1ccc(CCNC(=O)c2cc(-c3ccc(C)c(C)c3O)n[nH]2)cc1OC,52,-7,0.2,2,-0.6,-6,-1,2,1.9
CCOC(=O)N(C)S(=O)(=O)c1ccccc1[N+](=O)[O-],22,-5,0.8,10,0.7,-2,1,8,0.2
Fc1ccc(NC(=S)N2CCN(C/C=C/c3ccccc3)CC2)c(F)c1,16,-16,0.3,-2,0.3,-4,-11,32,-0.3
Cc1ccccc1C(=O)OC1OC(=O)C(Cl)=C1Nc1ccccc1 (centres undefined),36,-1,-0.1,-18,-0.3,-5,-5,14,-0.7
COc1ccc(C2C(C(=O)O)CCC(=O)N2c2ccc(OC)cc2)cc1 (centres undefined),9,-2,1.3,-1,0.1,0,-5,5,0.6
COc1ccc(CNC(=O)Cc2nn(C)c(=O)c3ccccc23)cc1,57,-6,3.5,5,5.8,1,-16,22,-3.2
O=C(C[n+]1ccc2c(c1)nnn2-c1ccccc1)c1ccc(Cl)cc1,35,-8,0.3,-16,0.1,5,-13,-25,0.2
COc1ccccc1N(C)S(=O)(=O)c1ccc(Cl)c(C(=O)OCc2c(C)noc2C)c1,3,-1,41*,-13,1.1,-4,-7,11,1.7
N=C1C(c2nc(-c3ccc(F)cc3)cs2)=C(O)CN1Cc1ccc(Cl)cc1,12,-37,1.0,-11,1.4,-12,-34,3,2.0
O=C(COc1ccccc1Br)NCCc1nc2ccccc2[nH]1,38,4,0.6,-2,-0.7,5,-13,-4,0.4
NS(=O)(=O)c1ccc(NC(=O)Nc2ccc(Cl)cc2)cc1,2,0,3.0,-4,2.8,3,-5,-6,4.9
O=C(COC(=O)c1ccc2c(c1)C(=O)N(Cc1ccncc1)C2=O)Nc1cccc2ccccc12,67,-8,0.3,-10,2.2,-3,9,16,0.1
O=C(O)c1ccccc1C(=O)Nc1ccc(-c2csc(-c3ccccc3)n2)cc1,42,3,-0.3,-10,-1.1,0,-19,3,3.4
Cc1ccc(CCNC(=O)C2CCCN(S(=O)(=O)c3cccs3)C2)cc1 (centres undefined),5,-15,0.5,-9,-1.5,0,-10,5,1.0
Cc1ccc(C(C)C)c(OCC(=O)OCc2c(C)noc2C)c1,83*,4,-1.0,-7,-1.9,4,-12,7,0.0
CCc1nnc(NC(=O)CSc2nnc(C)n2CC2CCCO2)s1 (centres undefined),5,1,0.4,-9,0.2,2,-23,12,-2.2
Cc1cc(N/N=C/c2ccc(Cl)cc2)nc(NCc2ccccc2)n1,69,-11,-0.4,-18,-0.4,2,-17,16,5.3
c1csc(Cc2nc3ccccc3[nH]2)c1,8,1,-0.3,0,-0.7,6,-11,19,65*
CCN(C(=O)CSc1cc(C)c2ccccc2n1)c1c(N)n(Cc2ccccc2)c(=O)[nH]c1=O,-2,-1,0.8,7,-0.8,-2,-20,0,0.0
c1ccc(CN2CCC3(CC2)Nc2ccccc2CO3)cc1,-13,-4,0.5,-12,0.3,-4,-2,16,1.5
COc1ccc(OC)c(Nc2nc(NCc3ccco3)nc(N)c2[N+](=O)[O-])c1,34,-11,0.4,1,1.8,-13,7,-1,5.2
Cc1cc(C)c(C2=CSC3=NS(=O)(=O)CCN23)c(C)c1,-11,-4,0.7,-3,2.0,3,-8,44,-0.4
CC(=O)C(C)Oc1ccc2c3c(c(=O)oc2c1)CCCCC3 (centres undefined),2,-10,1.0,-9,0.6,2,-6,2,1.5
COCCCn1c(SCC(=O)Nc2nc3ccccc3s2)nnc1-c1ccoc1C,1,-9,-0.1,.,-0.9,3,-12,9,1.8
Cc1cccc(N(CC(=O)Nc2ccccc2F)S(C)(=O)=O)c1,-14,-10,0.7,-6,-0.8,-2,-9,-8,1.5
CCOC(=O)c1sc2nc(C3CC3)cc(-c3ccc(F)cc3)c2c1N,34,11,-0.1,-10,0.2,-2,-9,5,-2.9
CC(/C=N/n1c(-c2cccnc2)n[nH]c1=S)=C\c1ccco1,4,-2,0.3,-10,-0.6,13,-12,12,1.2
Cc1nc2ccccc2c(=O)n1NC(=O)Nc1ccccc1,16,-4,-0.3,-11,1.3,-3,-3,21,-0.3
CCOC(=O)N1CCN(C(=O)CCS(=O)(=O)c2ccc(Br)s2)CC1,18,-12,0.7,-6,0.9,2,-16,-15,-0.6
COc1cc2c(cc1NC(=O)CSc1nnnn1-c1ccccc1)oc1ccccc12,33,-20,-0.1,-14,0.3,-45,8,13,-5.3
CC(C)c1ccccc1NC(=S)NCc1nc2ccccc2[nH]1,10,14,0.4,-4,-0.7,3,-3,11,-2.9
Cn1nc2sc3ccccc3n2c(=O)c1=O,14,-8,0.8,-1,0.6,-8,11,13,2.5
CC(=O)Nc1ccc(S(=O)(=O)NCCSCc2ccc(Cl)cc2Cl)cc1,41,-1,0.7,-19,2.1,-3,-17,23,-14
O=C(O)COc1ccccc1/C=N/NC(=O)CN1CCN(Cc2ccc(Cl)cc2)CC1,4,-25,1.8,-73,1.9,-2,-6,-28,0.8
CC(C)NC(=O)c1cc2n(n1)C(C(F)(F)F)CC(c1ccco1)N2 (centres undefined),29,11,1.1,2,0.9,2,1,8,0.2
Cc1nc(-c2ccc(Cl)cc2)sc1C1(C)CC(c2c(Cl)cccc2Cl)=NO1 (centres undefined),-5,-8,.,-1,.,0,6,2,1.3
CC(=O)NC(Cc1ccccc1C)C(=O)NC1CCN(C(=O)c2ccc(C)cc2)CC1 (centres undefined),-14,4,0.5,10,-0.5,.,13,.,0.1
CC(C)OC(=O)c1ccc(NC(=O)c2ccccc2)cc1,8,4,1.1,-7,5.8,-2,-5,22,1.4
Cc1c(/C=C/C(=O)c2ccccc2O)cnn1C,-38,1,0.9,0,-0.7,3,-8,2,1.0
COC(=O)c1ccc(CSc2nnc(NCc3ccccc3)s2)o1,9,-6,-2.1,-7,-1.8,5,1,16,1.5
O=C(CSc1nc2ccccc2o1)Nc1nccs1,-6,-11,0.0,-17,-0.9,-2,-11,14,0.8
CCC(C)C(NC(=O)C1CCC(C)CC1)C(=O)NCc1ccccn1 (centres undefined),11,-19,0.0,-9,-0.1,-2,-7,6,-0.4
COc1ccc(N=Nc2cnc(C)nc2-c2ccccc2)cc1,73*,-1,1.1,-25,-0.3,3,-4,-12,-4.6
COc1ccccc1C1NC=C([N+](=O)[O-])C=C1[N+](=O)[O-] (centres undefined),-30,-24,-0.1,7,-2.1,15,-52,10,0.6
O=C(COc1ccccc1-c1ccccc1)N/N=C/c1cccnc1,5,-2,0.6,5,-0.5,-3,-10,-1,-5.7
CN(C)/C=C(\C(=O)c1cccc(Cl)c1)c1nnnn1-c1ccccc1,-5,2,-0.2,-14,0.1,1,-12,-4,1.2
CCNc1ccc(S(=O)(=O)C(F)(F)F)cc1NC(=O)C12CCC(CC1)C2,19,-8,0.7,-8,1.5,4,-1,9,-1.9
N#Cc1ccc(N2CCc3ccccc3C2)c([N+](=O)[O-])c1,29,21,-1.2,-11,-3.1,-2,-21,-2,1.0
CCOC(=O)c1cnc(-n2nc(C)cc2C)nc1Nc1ccc(N(C)C)cc1,-111,-1,-0.7,7,-0.8,12,-1,9,-1.5
COc1ccc(Nc2nc(-c3cccc([N+](=O)[O-])c3)nc3ccccc23)c(OC)c1,-38,-3,0.2,-9,-0.2,-1,11,-18,3.8
Cc1ccnc(NC(=O)c2cc3ccccc3oc2=O)c1,2,0,0.8,-33,0.7,-4,1,28,-0.5
COC(=O)CN(C(=S)Nc1ccc(F)cc1)C1CC(=O)N(c2ccccc2)C1=O (centres undefined),22,3,0.5,.,3.9,1,-14,2,0.9

# Brought forward from above: 2 entries, followed by the next part.
molecule,CHOP inh,EBV gp42 block,TRPML3 agonist,Mdm2 ligase inh,zfTRPN1 agonist,Runt-SMMHC FRET,p47phox inh,PPC-1+TRAIL kill,TNF necrop inh
Cc1ccnc(NC(=O)c2cc3ccccc3oc2=O)c1,2,0,0.8,-33,0.7,-4,1,28,-0.5
COC(=O)CN(C(=S)Nc1ccc(F)cc1)C1CC(=O)N(c2ccccc2)C1=O (centres undefined),22,3,0.5,.,3.9,1,-14,2,0.9
O=C(C1CCCCC1)N1CCc2ccccc21,46,2,-0.7,-8,-2.3,0,-10,6,-0.2
OCCCn1c(-c2ccccc2)nc(=S)c2c1CCCC2,63,4,0.8,-5,-0.3,-7,-12,24,-0.3
O=C(O)c1nn(-c2cccc(Cl)c2)c(=O)cc1O,-5,-1,1.3,-7,-0.1,-4,1,24,0.1
O=C1CC(N2CCN(c3ccccn3)CC2)C(=O)N1CC(c1ccccc1)c1ccccc1 (centres undefined),-2,-8,0.8,3,1.5,-5,2,15,-3.6
Cc1ccc(C(=O)C2OC(=O)C(C)(C)C(=O)C2(C)C)cc1 (centres undefined),-7,-16,1.1,-23,0.2,1,-2,18,1.2
CCCOc1ccc(-c2nnn(CC(=O)N3CCCC(C)C3)n2)cc1 (centres undefined),35,-6,1.8,.,2.7,2,-14,16,-0.3
